# 14-3-3 PPI = modulators of 14-3-3 gamma protein binding, primary screen, biochemical, fluorescence polarization; inhibition, % at 40 µM; 0.19% of 160,000 active; FP, 14-3-3gamma / TMR-pS259-Raf peptide binding; 14-3-3 protein gamma (Homo sapiens), P61981; AID 422, 2006; in the data active = inhibition above about 30%;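 also: 0% = protein plus tracer without compound and 100% = blank with tracer alone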
# Target sequence (P61981 whole entry, looked up): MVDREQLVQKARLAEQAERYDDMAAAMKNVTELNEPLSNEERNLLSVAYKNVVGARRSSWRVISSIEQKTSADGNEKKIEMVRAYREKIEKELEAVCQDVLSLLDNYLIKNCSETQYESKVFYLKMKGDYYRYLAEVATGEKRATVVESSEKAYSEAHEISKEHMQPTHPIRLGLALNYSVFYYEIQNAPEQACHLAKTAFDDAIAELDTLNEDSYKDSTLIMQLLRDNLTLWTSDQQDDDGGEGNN
# Active calls of the source: *; & = joins results of further samples. The list is partial; rates above refer to the full screens.
# Start of the listing, in advance (two entries):
Compound	14-3-3 PPI
CCc1ccc(C2CC(c3ccccc3)n3ncnc3N2)cc1 (stereo unspecified)	3
COc1cccc(-n2nc(C(=O)N(C)c3ccc(C(C)C)cc3)c3ccccc3c2=O)c1	-14

# Results (from the top)
Compound	14-3-3 PPI
CCc1ccc(C2CC(c3ccccc3)n3ncnc3N2)cc1 (stereo unspecified)	3
COc1cccc(-n2nc(C(=O)N(C)c3ccc(C(C)C)cc3)c3ccccc3c2=O)c1	-14
COc1ccc(C(NC(=O)Cc2cc3ccccc3[nH]2)C(=O)Nc2ccc3c(c2)OCO3)cc1 (stereo unspecified)	-16
CN(C)S(=O)(=O)c1cc(C(=O)NCC2CCCO2)c(Cl)cc1Cl (stereo unspecified)	-2
CN(CC(=O)N1CCCC1)S(=O)(=O)c1cc(Cl)ccc1Cl	0
CCOC(=O)c1c(N)sc(C(=O)Nc2cc(C)cc(C)c2)c1C	-14
Cc1cc2ccccc2c(=O)n1CC(=O)NCC(=O)N1CCC(Cc2ccccc2)CC1	0
COC(=O)CCC(=O)c1ccc(Br)s1	-6
Cc1cc2c(ccc3[nH]onc32)n1	0
O=C(CCCc1ccccc1)NCCCN1CCOCC1	-7
Cc1cccc(NC(=O)CSc2nnc(-c3ccc(S(=O)(=O)N4CCOCC4)cc3)n2C)c1	2
COc1ccc2nc3sc(C(=O)NCC4CCCO4)cc3cc2c1 (stereo unspecified)	0
Cc1cc([N+](=O)[O-])nn1CCCC(=O)Nc1sc2c(c1C#N)CCC(C)C2 (stereo unspecified)	-7
O=C(c1ccc(CNc2nc(=S)[nH]c3ccccc23)cc1)N1CCN(C(=O)c2ccco2)CC1	-3
C=CCN(CC=C)C(=O)c1ccc2snnc2c1	11
CC1CC(C)CN(C(=O)c2ccc(-n3c(=S)[nH]c4ccccc4c3=O)cc2)C1 (stereo unspecified)	-8
CC(C)OC(=O)CSc1nnc(-c2ccccn2)n1C	-4
CC1CC(C)CN(C(=O)Cn2c(=O)n(CCCC(=O)N3CCc4ccccc4C3)c(=O)c3ccccc32)C1 (stereo unspecified)	-11
CCCCOc1ccc(-c2nc(-c3ccc(C(=O)C(F)F)cc3)no2)cc1	-2
O=C1CC(c2ccc(Cl)cc2)CC2=C1C(c1cccs1)Nc1ccccc1N2 (stereo unspecified)	4
CC(C)(C)NS(=O)(=O)c1cccs1	-9
Cc1cc(NS(=O)(=O)c2ccc(NC(=O)C3COc4ccccc4O3)cc2)nc(C)n1 (stereo unspecified)	4
Cc1cccc(-n2nc3c(c2NC(=O)c2ccc(OC(C)C)cc2)CS(=O)(=O)C3)c1C	5
OC1(c2cccnc2)CCN(Cc2nnnn2C2CCCCC2)CC1	-12
O=C(NCc1ccccn1)c1ccc(COc2ccc(Cl)cc2)o1	2
CC(NC(=O)c1ccccc1NC(=O)c1ccco1)c1ccccc1 (stereo unspecified)	7&-2
COCc1cc(C)c(C#N)c(N(C)C)n1	-2
O=C(O)CCNC(=O)c1cccnc1	-1
CCn1c(SCC(=O)Nc2nccs2)nnc1-c1ccc(C)cc1	5
COc1ccc2cc(C(=O)O)ccc2c1	5
COc1ccccc1C1CC(c2ccc(Cl)cc2)Nc2ncnn21 (stereo unspecified)	-6
CC(=N)c1c(O)c2ccccc2oc1=O	-2
CC(N=C1CC(C)(C)CC(=O)/C1=C(/O)c1ccccc1)C(=O)O (stereo unspecified)	0
COc1ccc(CNC(=O)CCCC2=NS(=O)(=O)c3ccccc3N2)cc1	-1
CCCS(=O)(=O)N1CCCC(C(=O)NCCc2ccc(Cl)cc2)C1 (stereo unspecified)	-8&-1
O=C1c2ccccc2C(=O)N1CCCc1nc(-c2ccccn2)no1	-3
Nc1cc(OC(=O)c2ccccc2Cl)nn1S(=O)(=O)c1ccc(F)cc1	6
CCN(CC)C(=S)Oc1ccc(C(=O)Nc2cccc(C)c2C)cc1	6
CC1CCC2C(=O)N(c3ccc(C(=O)OC(C)C(=O)c4ccccc4)cc3)C(=O)C2C1 (stereo unspecified)	-1
O=C(Nc1nnc(N=Cc2ccc([N+](=O)[O-])s2)s1)c1ccc(Cl)cc1	-168
Nc1n[nH]c(-c2ccc(Br)cc2)c1Cl	-7
CC(C)NC(=O)c1ccc2c(c1)NC(=O)C(N1CCCCC1)S2 (stereo unspecified)	-8
Cc1cc(C)c2c(n1)nn1c(NCCCN(C)C)cc(C)nc21	5
Cc1cccc(N2CCN(C(=O)C3c4ccccc4Oc4ccccc43)CC2)c1C	3
COc1cc(N=c2oc3c(C)ncc(CO)c3cc2C(=O)Nc2ccccc2F)cc(OC)c1	-3
COc1cc(NC(=O)COc2ccc(F)cc2)nc(OC)n1	4&-7
CC(=O)N1c2c(cc(Br)cc2S(=O)(=O)NCCc2ccccc2)CC1C (stereo unspecified)	1
COc1ccc(N2CCN(C(=O)C(NS(=O)(=O)c3cccs3)c3ccccc3)CC2)cc1 (stereo unspecified)	-113
O=C(CCn1c(=S)oc2ccccc21)Nc1ccc(O)c(-c2nc3ccccc3o2)c1	-133
COc1cccc(C=Cc2nc3ccccc3c(=O)[nH]2)c1O	-12
O=C(Nc1ccc(Cl)cn1)C1CCCN(S(=O)(=O)c2cccc3nsnc23)C1 (stereo unspecified)	-10
CN(C)c1ccc(C2CC(c3cccs3)=NN2C(=O)CCC(=O)O)cc1 (stereo unspecified)	-8
NC(=O)c1nsc(C(=O)N(CC(=O)NCc2ccc3c(c2)OCO3)C2CCCC2)c1N	-3
COc1ccc2cc(CN(CC3COCCO3)S(=O)(=O)c3ccc(Cl)cc3)c(=O)[nH]c2c1 (stereo unspecified)	-5
CC1=C(C(=O)Nc2ccccc2)C(c2ccc(OCc3ccccc3)cc2)n2ncnc2N1 (stereo unspecified)	8
O=C(Nc1ccccc1[N+](=O)[O-])c1cc(=O)c2ccccc2o1	-11

# Following part:
Compound	14-3-3 PPI
CC(=O)c1cc(-c2ccc(F)cc2)n(CCC(=O)Nc2cc(C)[nH]n2)c1C	-2
CC(=O)n1c(SCC(=O)NCc2ccccc2)nc2ccccc21	-7
CC(=O)OCC1OC(n2cc(Br)c(=O)[nH]c2=O)C(OC(C)=O)C1OC(C)=O (stereo unspecified)	-8
Cc1ccccc1-c1nc2cc(NC(=O)C(C)C)ccc2o1	-14
CCC(=O)N(Cc1cc2cc(OC)ccc2[nH]c1=O)c1cc(C)ccc1C	7
COc1ccccc1-n1c(SCC(=O)Nc2cc(C)ccc2C)nc2c(c1=O)SCC2	-25
CCOC(=O)C1(CC)CC(CSc2nc3ccccc3[nH]2)OC1=O (stereo unspecified)	2&1
Cc1cc(Nc2cc(F)ccc2C)n2ncnc2n1	1

# Compounds listed so far with a COOH group:
Compound	14-3-3 PPI
O=C(O)CCNC(=O)c1cccnc1	-1
COc1ccc2cc(C(=O)O)ccc2c1	5
CC(N=C1CC(C)(C)CC(=O)/C1=C(/O)c1ccccc1)C(=O)O (stereo unspecified)	0
CN(C)c1ccc(C2CC(c3cccs3)=NN2C(=O)CCC(=O)O)cc1 (stereo unspecified)	-8

# Additional results follow:
SMILES	14-3-3 PPI
CCn1c(Cc2c(C)[nH]c3ccccc23)n[nH]c1=S	5
COCC(C)n1c(SCC(=O)NC(=O)Nc2ccc3c(c2)OCCO3)nc2ccccc2c1=O (stereo unspecified)	-5
Cc1ccc(-n2nc(C(=O)Nc3ccccc3F)c3c4ccccc4n(C)c3c2=O)cc1	-2
Cc1occc1C(=O)Nc1ccc(S(=O)(=O)N2CCCC2)cc1	-3
CC(CN1c2ccccc2Sc2ccccc21)N(C)C (stereo unspecified)	-2&1
CC1CCN(S(=O)(=O)c2ccc3[nH]cc(C(=O)NCc4ccc(F)cc4)c(=O)c3c2)CC1	2
CCOc1nc(Oc2cccc(C(=O)O)c2)nc(Oc2cccc(C(=O)O)c2)n1	2
COc1ccc(C(=O)N2CCC(C(=O)NCc3ccccn3)CC2)cc1	-11&-1
O=C1N/C(=C\c2ccccc2)c2ccccc21	7
COC(=O)c1oc2c(c1C)C1(CCC2)SCCS1	3
Cc1cccc(N2C(=O)c3cccc4cccc(c34)C2=O)c1C	-6
Cc1c(C(=O)Nc2ccc(F)cc2)oc2ccc(S(=O)(=O)N3CCCC3)cc12	-3
Fc1cccc(CN2CCN(C3CCCC3)CC2)c1	11
O=C(Cn1c(=O)n(Cc2ccc3c(c2)OCO3)c(=O)c2ccccc21)N1CCCc2ccccc21	-10&-13
CN1/C(=C\C(=O)c2cccs2)Sc2ccccc21	-3
Cn1cnc2c1c(=O)n(CC(O)CO)c(=O)n2C (stereo unspecified)	-1
CC(/C=C/c1ccccc1)NC(N)=O (stereo unspecified)	0
Cc1ccc(S(=O)(=O)N2CCN(C(=O)c3ccc(Br)cc3)CC2)cc1	-3
COc1ccc(C)cc1N(C)C(=O)CCc1nc(-c2ccccc2F)no1	-1
COc1ccc(N=c2oc3c(C)ncc(CO)c3cc2C(=O)Nc2cccc(C(F)(F)F)c2)c(OC)c1	-75
O=C(NCc1ccc2c(c1)OCO2)c1cc(S(=O)(=O)N2CCc3ccccc32)ccc1Sc1cccc(Cl)c1	2
CCCC(=O)Nc1ccccc1N1CCN(C(=O)C(C)C)CC1	-10
CC(=O)Nc1ccc(NC(=O)CNS(=O)(=O)c2ccc(C)cc2)cc1	8
O=C(NCCN1CCCC1)C1CC(=O)N(C2CCCCCC2)C1 (stereo unspecified)	-1
O=C1CCCC2=C1C(c1cc(Cl)ccc1OCc1ccc(C(=O)O)cc1)C1=C(CCCC1=O)O2	-12
O=C(c1nc2ccccc2s1)N1CCN(c2ccccn2)CC1	3
O=C(Oc1ccc(OC(=O)N2CCCCC2)cc1)c1ccccc1	4
COCCNC(=O)C(c1ccc(C)o1)N(Cc1ccc(F)cc1)C(=O)Cn1nnc2ccccc21 (stereo unspecified)	-6
CCOC(=O)c1c(NC(=O)c2ccc([N+](=O)[O-])cc2Cl)sc(C(C)=O)c1C	-9
Cc1ccc(-c2cc(-c3nnc(SCC(=O)N(C)CCC#N)n3N)c3ccccc3n2)cc1	-4
COc1cc(NC(=O)CN2c3cccc4cccc(c34)S2(=O)=O)cc(OC)c1OC	-5
CC(C)(C)NC(=O)Cn1c(SCC(=O)NCc2cccs2)nc2ccccc21	4
CC(C)COc1ccc(C(=O)Nc2sc3c(c2C(N)=O)CCCCCC3)cc1	-17
COc1cc(C(=O)OCCN2CCCCC2)ccc1O	-1
CCOc1ccc2nc(NC(=O)CSc3nnnn3C3CCCCC3)sc2c1	-9
Oc1ccc(C=NCC2(c3ccccc3)CCCC2)cc1	-2
O=C(Nc1cc(Br)cc2cccnc12)c1ccc(Br)c(S(=O)(=O)N2CCCCC2)c1	-20
CCOC(=O)C1=C(c2ccccc2)Nc2ncnn2C1c1ccccc1Cl (stereo unspecified)	-6
CCn1c(=NC(=O)c2ccc(S(=O)(=O)N3CCc4ccccc4C3)cc2)sc2ccccc21	-5
CCOC(=O)N1CCN(Cc2ccccc2F)CC1	-5

# An excerpt from above in order of their number in 14-3-3 PPI, lowest first.
compound	14-3-3 PPI
CCOc1ccc2nc(NC(=O)CSc3nnnn3C3CCCCC3)sc2c1	-9
CCOC(=O)C1=C(c2ccccc2)Nc2ncnn2C1c1ccccc1Cl (stereo unspecified)	-6
CCOC(=O)N1CCN(Cc2ccccc2F)CC1	-5

# Continued:
SMILES	14-3-3 PPI
Cc1cc(C)c(S(=O)(=O)N2CCC(C(N)=O)CC2)cc1C	-7
CC1CC(C)CN(S(=O)(=O)c2ccc3c(c2)C(=O)c2cc(S(=O)(=O)N4CC(C)CC(C)C4)ccc2-3)C1 (stereo unspecified)	-4
CCCn1c(SCC(=O)N2CCN(c3ccccc3)CC2)nc2ccccc2c1=O	-5
Cc1c(C)c2ccc(OCc3ccc(C(=O)O)o3)c(C)c2oc1=O	-9&1
Cc1ccc(C=Nc2ccc(Br)cc2)cc1	5
COc1ccc(Cc2nc3ccc(S(N)(=O)=O)cc3[nH]2)cc1OC	-12
CCC(=O)NC1(C(F)(F)F)C(=O)Nc2c1c(=O)[nH]c(=O)n2Cc1ccco1 (stereo unspecified)	0
Cn1c(=O)[nH]c(=O)c2c1nc(NCc1ccccc1)n2CCCc1ccccc1	0

# Arranged by molecular weight (lowest first): some entries from above
SMILES	14-3-3 PPI
Cc1ccc(C=Nc2ccc(Br)cc2)cc1	5
CCCn1c(SCC(=O)N2CCN(c3ccccc3)CC2)nc2ccccc2c1=O	-5
CC1CC(C)CN(S(=O)(=O)c2ccc3c(c2)C(=O)c2cc(S(=O)(=O)N4CC(C)CC(C)C4)ccc2-3)C1 (stereo unspecified)	-4

# (more compounds)
SMILES	14-3-3 PPI
N#CC1=C(N)Oc2n[nH]c(-c3cccs3)c2C1c1ccsc1 (stereo unspecified)	-30
CCCOc1ccc(C2C(C(=O)OC(C)C)=C(C)NC3=C2C(=O)CC(C)(C)C3)cc1OC (stereo unspecified)	-4
COC(=O)c1ccc(N2C(=O)CC(N3CCN(C)CC3)C2=O)cc1 (stereo unspecified)	10
CCc1ccc(CNC(=O)CSCc2ccccc2Cl)cc1	-3
CCOc1cc(C2Nc3ccccc3NC3=C2C(=O)CC(C)(C)C3)ccc1O (stereo unspecified)	3
COc1ccc(S(=O)(=O)NCCC23CC4CC(CC(C4)C2)C3)cc1OC	0
CCC(C)NC(=O)C1CCC(CNS(=O)(=O)c2c(C)cc(C)cc2C)CC1 (stereo unspecified)	0
O=C(Nc1nc(-c2nc3ccccc3s2)cs1)c1ccc(S(=O)(=O)N2CCCc3ccccc32)cc1	-27
CCC(C)[C@H](NC(=O)NCc1ccco1)C(=O)O (stereo partly specified)	-5
c1ccc(-c2noc(CSc3nc(-c4ccccc4)c(-c4ccccc4)[nH]3)n2)cc1	-10
Cn1c2ccccc2c2c(C(=O)N3CCCCCC3)cn(C3CCCC3)c(=O)c21	0
CCOC(=O)c1c(-c2ccccc2)oc2c1cc(OC(=O)c1ccc(S(=O)(=O)N(C)C)cc1)c1ccccc12	1
COC(=O)CCS(=O)(=O)c1ccc(C)c(C)c1	-3
CCNC(=O)CCn1nc(-c2ccc(Cl)cc2)c2ccccc2c1=O	-8
CC(=O)Oc1cccc2ccc(C=Cc3cn(C(C)=O)nc3-c3ccccc3)nc12	-3
CC(=O)CCn1c(=O)n(CCC(C)=O)c(=O)n(CCC(C)=O)c1=O	-6&10
CCc1c(C)c(C#N)c2nc3ccccc3n2c1NCCC(C)C	-4
